Pol beta inh: blocks human DNA polymerase beta activity; Pol beta primer extension/strand displacement, fluorescence kinetic; P06746; AID 485314; Potency, µM (doses to about 114 µM), for the others: at the highest dose activity change, negative = inhibition, usual class: inhibitors; 340,000 compounds, 1.3% hits; further: potency means the concentration at half of the fitted maximal effect; on the % scale 0 is the no-effect control and ±100 the full control effect
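Reaction started by 50 nM substrate onto compound-treated Pol beta (10 nM, 15 min preincubation, room temperature); plates read at 0 min and 10 min. Normalized concentration-effect data fitted by four-parameter Hill equation.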
POLI inh: inhibitors of human DNA polymerase iota. Q9UNA4. Pol iota fluorescent replication assay, 10 min. Potency, µM (top dose mostly 115 µM), without a hit: at the highest dose activity, negative = inhibition, usual class: inhibitors. 390,000 compounds, 1% hits. AID 588590; further: potency means the concentration at half of the fitted maximal effect
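Fluorescent replication assay read twice, at 0 min and 10 min after adding 50 nM (final) substrate. Enzyme (10 nM) and compounds were first incubated 15 min at room temperature; enzyme-free buffer wells were negative controls.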
12-LOX inh: ALOX12 (human) lipoxygenase inhibition; Potency, µM (top dose mostly 108 µM), for inactives: at the top dose activity change, negative = inhibition, usual class: inhibitors; purified 12hLO, xylenol orange hydroperoxide absorbance; P18054; 580,000 compounds, 1.1% hits; further: potency means the concentration at half of the fitted maximal effect; on the % scale 0 is the no-effect control and ±100 the full control effect
Target sequence (P18054 whole entry, looked up): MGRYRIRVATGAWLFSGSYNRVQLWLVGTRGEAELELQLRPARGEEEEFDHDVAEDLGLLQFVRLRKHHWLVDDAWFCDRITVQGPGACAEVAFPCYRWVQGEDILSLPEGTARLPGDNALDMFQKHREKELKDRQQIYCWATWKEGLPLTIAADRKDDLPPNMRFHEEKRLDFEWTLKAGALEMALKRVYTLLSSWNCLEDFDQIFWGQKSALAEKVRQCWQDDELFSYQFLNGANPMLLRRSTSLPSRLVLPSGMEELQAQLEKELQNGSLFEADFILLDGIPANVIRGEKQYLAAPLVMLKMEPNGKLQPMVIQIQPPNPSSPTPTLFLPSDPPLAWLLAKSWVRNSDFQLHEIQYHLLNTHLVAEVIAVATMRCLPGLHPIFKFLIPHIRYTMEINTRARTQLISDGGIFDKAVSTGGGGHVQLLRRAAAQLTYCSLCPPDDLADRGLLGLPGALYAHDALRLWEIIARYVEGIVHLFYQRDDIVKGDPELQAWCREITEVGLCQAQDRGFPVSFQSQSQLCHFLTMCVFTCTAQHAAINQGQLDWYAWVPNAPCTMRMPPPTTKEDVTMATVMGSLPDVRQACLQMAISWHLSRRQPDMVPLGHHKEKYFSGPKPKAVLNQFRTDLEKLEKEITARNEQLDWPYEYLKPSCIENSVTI
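Purified human 12hLO at 150 nM in 25 mM Hepes, 0.01% Triton X-100, pH 7.0, preincubated 15 min at room temperature with compound. Reaction started with 40 uM arachidonic acid, 30 min at room temperature. Hydroperoxide measured by Fe-xylenol orange, 573/405 nm absorbance ratio.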
Pol kappa inh: DNA polymerase kappa (human) inhibition; Potency, µM (top dose mostly 107 µM), inactives show at the highest dose activity, negative = inhibition, usual class: inhibitors; 400,000 compounds, 0.53% hits; Q9UBT6; purified Pol kappa, fluorescent DNA synthesis assay, 10 min; further: potency means the concentration at half of the fitted maximal effect; on the % scale 0 is the no-effect control and ±100 the full control effect
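Kinetic fluorescence readout at 0 and 10 min followed reaction start with substrate at 50 nM final. Beforehand, enzyme (10 nM Pol kappa) stood 15 min with compound at room temperature; buffer-only wells were negative controls.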
Anesthetic bind: binds horse apoferritin like a general anesthetic; P02791; apoferritin/1-aminoanthracene competitive binding, fluorescence; Potency, µM (highest dose often 77.5 µM), without a hit: at the top dose activity change, negative = displacement, actives largely listed as inhibitors; 350,000 compounds, 0.074% hits; AID 485281; further: potency means the concentration at half of the fitted maximal effect; on the % scale 0 is the no-effect control and ±100 the full control effect; nearly all actives have a fitted effect of over 20% in size
Target sequence (P02791 2-175 limits assumed): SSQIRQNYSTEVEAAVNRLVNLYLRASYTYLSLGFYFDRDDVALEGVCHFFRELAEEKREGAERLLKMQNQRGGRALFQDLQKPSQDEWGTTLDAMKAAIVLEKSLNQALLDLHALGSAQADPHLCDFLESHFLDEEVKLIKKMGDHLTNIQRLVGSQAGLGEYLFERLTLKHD
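In PBS, apoferritin at 10 uM is loaded with 1-AMA from a 50% saturated solution. After 10 min of compound exposure at ambient temperature, reduced 535 nm fluorescence indicates probe displacement.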
BLM inh: Bloom syndrome helicase (human) inhibition; P54132; recombinant BLM DNA unwinding, fluorescence dequenching; Potency, µM (doses to about 56.1 µM), inactives show top-dose activity change, negative = inhibition, most hits filed as inhibitors; 350,000 compounds, 0.2% hits;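 further: potency means the concentration at half of the fitted maximal effect; plate controls were vehicle for no effect and no enzyme for full effect; nearly all actives have a fitted effect of over 35% in size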
APEX1 inh: APE1 (human) endonuclease inhibition | P27695 | recombinant APE1, TAMRA/BHQ-2 abasic DNA cleavage fluorescence | Potency, µM (titrated, usually from 65.8 µM), for inactives: at the highest dose activity change, negative = inhibition, usual class: inhibitors | 350,000 compounds, 0.35% hits;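 further: potency means the concentration at half of the fitted maximal effect; plate controls were vehicle for no effect and reference inhibitor for full effect; nearly all actives have a fitted effect of over 55% in size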
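Incision of a quenched TAMRA/BHQ-2 THF abasic-site duplex (50 nM) by 0.75 nM APE1, after 15 min compound preincubation, measured as fluorescence increase over three 60 s reads. Values normalized to buffer, DMSO and NSC13755 control wells.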
TRHR agonist: TRH receptor (human) agonism; P34981; TRHR cells, calcium flux fluo-8, FDSS agonist mode; activation, % at 2 µM; 360,000 compounds, 0.18% hits; in the data active means activation above about 30%; further: 0% is about no effect
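TRHR-expressing cells, plated overnight in medium with 10% serum, were loaded with fluo-8 calcium dye at room temperature. After a 10 s baseline, library compound was pin-added and calcium release was recorded kinetically (ex 480/em 530) as agonist response.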
ERG Ets-DNA blk: inhibitors of human ERG Ets domain-DNA interaction; P11308; fluorescence polarization, His-ERG Ets domain / labelled DNA; Potency, µM (series often up to 76.9 µM), for the others: at the highest dose FP activity, negative = inhibition, usual class: inhibitors; 370,000 compounds, 0.028% hits; active means well fitted inhibition curve with a large enough effect in the polarisation, with a control signal flat; inconclusive means small, poorly fitted or top-dose-only effect, or effect the other way, or a change in a side signal; inactive means no such curve, though single readings can be large or run the other way; the % refers to the polarisation;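 further: polarization taken with two DNA probes labelled with fluorescein and Texas red; potency means the concentration at half of the fitted maximal effect; % of control where 0% means no effect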
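His-tagged ERG Ets domain (1 uM in the protein solution; 300mM KCl, 50mM Tris-HCl, 1mM EDTA, 1mM DTT, pH 7.5) received compound, then a probe mix of 5 nM fluorescein-DNA and 100nM Texas-615-DNA. Fluorescence polarization was read for both dyes.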
The depositor's hits bear a star; & = joins results of further samples; [ ] = another dose, or the depositor's remark. Unless noted, the call rests on the fitted dose curve; in most records, active means well fitted curve in the direction sought with a large enough effect; inconclusive means small, poorly fitted or top-dose-only effect, or another doubt; inactive means no such curve, though single readings can be large; an effect the other way counts as inactive or inconclusive. Not all compounds are listed (hit frequency here may not be typical).

O=C(N1CCCCCC1)N1CCN(S(=O)(=O)N2CCCCC2)CC1 was read as Pol beta inh 10%, POLI inh -5%, 12-LOX inh 0%, Pol kappa inh -5%, Anesthetic bind -8%, BLM inh -3%, APEX1 inh 0%, TRHR agonist -0.1 and ERG Ets-DNA blk 5%.
Screening CCCCOc1ccc(C(=S)N2CCC(C(N)=O)CC2)cc1 returned Pol beta inh -2%, POLI inh 50%[activator], 12-LOX inh -3%, Pol kappa inh 1%, Anesthetic bind -6%, BLM inh -20%, APEX1 inh -5%, TRHR agonist -0.1 and ERG Ets-DNA blk 10%.
`COCCCN1C(=O)c2ccc(C(=O)OCC(=O)N(CCC#N)c3cc(C)cc(C)c3)cc2C1=O` gave POLI inh 17%, 12-LOX inh 0%, Pol kappa inh -16%, APEX1 inh -12%, TRHR agonist -0.1 and ERG Ets-DNA blk -11%.
Screening Cc1nc2c(nc1C)C(=O)c1ccccc1C2=O returned POLI inh 13%, 12-LOX inh -7%, Pol kappa inh -15% and ERG Ets-DNA blk 0%.
Screening COc1ccc(C(=O)Nc2cc(C)nn2-c2ccc(C)cc2)cc1 returned Pol beta inh -12%, POLI inh 53%[activator], 12-LOX inh 1%, Pol kappa inh 12%, Anesthetic bind 3%, BLM inh -6%, APEX1 inh 52%[activator], TRHR agonist -1.4 and ERG Ets-DNA blk 13%.
For CC1(C)Cc2nc3oc4c(N(CCO)Cc5ccccc5)ncnc4c3cc2CO1 the results were Pol beta inh 0%, POLI inh 13%, 12-LOX inh 2%, Pol kappa inh 6%, Anesthetic bind -5%, BLM inh -2%, APEX1 inh -6%, TRHR agonist -0.3 and ERG Ets-DNA blk -7%.
`COc1ccc(OC)c(C(=O)Cn2c3[n+](c4ccc(C(F)(F)F)cc42)CCCCC3)c1` gave Pol beta inh 66%, POLI inh 3%, 12-LOX inh -5%, Pol kappa inh -4%, Anesthetic bind -10%, BLM inh 5%, APEX1 inh 8%, TRHR agonist 0.6 and ERG Ets-DNA blk 2%.
For Cc1ccc(S(=O)(=O)c2nc(S(C)(=O)=O)sc2N2CCC(C)CC2)cc1 the results were Pol beta inh 8%, POLI inh 38%, 12-LOX inh 13%, Pol kappa inh -2%, Anesthetic bind -5%, BLM inh -4%, APEX1 inh 12%, TRHR agonist -0.5 and ERG Ets-DNA blk 0%.
`CCOC(=O)c1ccccc1NC(=O)COc1ccccc1` gave Pol beta inh 2%, POLI inh -2%, 12-LOX inh 0%, Pol kappa inh -14%, Anesthetic bind -4%, BLM inh -7%, APEX1 inh -2%, TRHR agonist 0.0 and ERG Ets-DNA blk -1%.
Screening CC(CN1CCOCC1)OC(=O)/C=C/c1ccccc1 (centres undefined) returned Pol beta inh 4%, POLI inh inconclusive, 12-LOX inh 5%, Pol kappa inh -14%, Anesthetic bind -3%, BLM inh -3%, APEX1 inh 8%, TRHR agonist -0.4 and ERG Ets-DNA blk 14%.
COc1ccc(OC(C)C(=O)NCc2nc(-c3cccc(C)c3)no2)cc1 (centres undefined) was read as Pol beta inh -19%, POLI inh -9%, 12-LOX inh -9%, Pol kappa inh -29%, Anesthetic bind 4%, BLM inh -3%, TRHR agonist -0.2 and ERG Ets-DNA blk 4%.
For COc1ccc2c(c1OC)C(=O)OC2n1c(O)c(N=NC(C)=O)c2ccccc21 (centres undefined) the results were Pol beta inh -26%, POLI inh 39%[activator], 12-LOX inh 0%, Pol kappa inh -2%, Anesthetic bind 9%, BLM inh -3%, APEX1 inh -3%, TRHR agonist -0.8 and ERG Ets-DNA blk -4%.
For COc1ccc(C(CNC(=O)c2ccc(S(=O)(=O)N3CCCC3)cc2)N(C)C)cc1OC (centres undefined) the results were Pol beta inh 2%, POLI inh 130%[activator], 12-LOX inh 7%, Pol kappa inh 0%, Anesthetic bind -14%, BLM inh 0%, APEX1 inh 3%, TRHR agonist 0.0 and ERG Ets-DNA blk 7%.
For Cc1cccc(OCC(=O)N/N=C/C=C/c2ccco2)c1 the results were Pol beta inh 35µM*, POLI inh inconclusive, 12-LOX inh inconclusive, Pol kappa inh inconclusive, Anesthetic bind inconclusive, BLM inh inconclusive, APEX1 inh -2%, TRHR agonist -1.5 and ERG Ets-DNA blk 3%.
`O=C(c1ccc(Cl)cc1)N1CCCC(c2ccccc2)=N1` gave Pol beta inh 27%, POLI inh 19%, 12-LOX inh -4%, Pol kappa inh -8%, Anesthetic bind inconclusive, BLM inh -6%, APEX1 inh -3% and TRHR agonist -0.1.
Screening CC(C)(C)NC(=O)C(=O)N/N=C/c1ccc(F)cc1 returned Pol beta inh 2%, POLI inh 53%[activator], 12-LOX inh -13%, Pol kappa inh -11%, Anesthetic bind -5%, BLM inh 0%, APEX1 inh 4%, TRHR agonist -2.2 and ERG Ets-DNA blk -4%.
O=C(CNC(c1ccccc1)c1ccccc1)Nc1cc([N+](=O)[O-])ccc1Cl was read as Pol beta inh 0%, POLI inh -2%, 12-LOX inh -16%, Pol kappa inh -2%, Anesthetic bind -14%, BLM inh -5%, APEX1 inh 3%, TRHR agonist -0.6 and ERG Ets-DNA blk -6%.
For N=c1oc2ccc3ccccc3c2cc1-c1nc(-c2ccccc2)cs1 the results were Pol beta inh 14%, POLI inh 13%, 12-LOX inh 1%, Pol kappa inh -8%, Anesthetic bind -2%, BLM inh -3%, APEX1 inh 1%, TRHR agonist 0.1 and ERG Ets-DNA blk -7%.
For Cn1ncc(C#N)c1/N=C/N1CCOCC1 the results were Pol beta inh 6%, POLI inh 19%, 12-LOX inh -3%, Pol kappa inh -7%, Anesthetic bind 0%, BLM inh -1%, APEX1 inh -3%, TRHR agonist 0.3 and ERG Ets-DNA blk 8%.
`COc1ccc(Cl)cc1C(=O)Nc1ccc2nc(Nc3cccc(Cl)c3)cc(C)c2c1` gave Pol beta inh -1%, POLI inh 14%, 12-LOX inh -18%, Pol kappa inh 9%, Anesthetic bind 158%[activator], BLM inh -6%, TRHR agonist 0.0 and ERG Ets-DNA blk 5%.
Screening CCN(CC)CCN1C(=O)C(=O)/C(=C(/O)c2cnn(-c3ccccc3)c2C)C1c1ccc(C)o1 (centres undefined) returned Pol beta inh 3%, POLI inh 2%, 12-LOX inh -3%, Pol kappa inh 3%, Anesthetic bind -12%, BLM inh -1%, APEX1 inh 0%, TRHR agonist 0.5 and ERG Ets-DNA blk -1%.
Cc1cccc(NC(=O)[C@@H]2CCCN2S(=O)(=O)c2ccc(Cl)cc2)c1 was read as POLI inh 5%, 12-LOX inh 186%[activator], Pol kappa inh -5%, APEX1 inh -1% and ERG Ets-DNA blk 6%.
For CCOC(=O)N1CCN(C(=O)CSc2nnc(COc3ccc(Cl)cc3)o2)CC1 the results were Pol beta inh 26%, POLI inh 3%, 12-LOX inh 8%[57.4 µM], Pol kappa inh -4%, Anesthetic bind -2%, BLM inh 1%, APEX1 inh -2%, TRHR agonist -0.2 and ERG Ets-DNA blk -13%.
Screening Cc1ccc(C(=O)C[n+]2cc(Br)cc(Br)c2)cc1[N+](=O)[O-] returned Pol beta inh -29%, POLI inh 9%, 12-LOX inh -29%, Pol kappa inh -3%, Anesthetic bind -5%, BLM inh -7%, APEX1 inh -1%, TRHR agonist 0.4 and ERG Ets-DNA blk 3%.
Cc1cc(C(c2nnnn2Cc2ccccc2)N2CCOCC2)c(C)n1-c1ccc2c(c1)OCO2 (centres undefined) was read as Pol beta inh 0%, POLI inh 60%[activator], Pol kappa inh -6%, Anesthetic bind inconclusive, BLM inh -4%, APEX1 inh 5% and TRHR agonist -0.3.
Screening O=C(NCC1CCCO1)c1ccccc1-c1nc(-c2ccccc2)no1 (centres undefined) returned Pol beta inh 7%, POLI inh 6%, 12-LOX inh 2%&29%, Pol kappa inh -17%, Anesthetic bind -13%, BLM inh -3%, APEX1 inh -3%, TRHR agonist -0.8 and ERG Ets-DNA blk -1%.
For O=C(COC(=O)Cc1ccc(Cl)cc1)NCc1ccc2c(c1)OCO2 the results were POLI inh 6%, 12-LOX inh -15%, Pol kappa inh -1%, APEX1 inh 23%, TRHR agonist -0.2 and ERG Ets-DNA blk 12%.
`COc1ccccc1CNC(=O)c1cccc(N(C)C)c1` gave Pol beta inh 34%, POLI inh -6%, 12-LOX inh 1.8µM*, Pol kappa inh 10%, Anesthetic bind inconclusive, BLM inh -1%, APEX1 inh 1%, TRHR agonist -0.7 and ERG Ets-DNA blk 5%.
`Cc1nn(CCCC(=O)NCc2ccccc2Br)c(=O)c2c1sc1ccccc12` gave Pol beta inh 15%, POLI inh 30%, 12-LOX inh -10%, Pol kappa inh 5%, Anesthetic bind 39%[activator], BLM inh -3%, TRHR agonist 0.9 and ERG Ets-DNA blk 3%.
`CC1(C)CC(=O)CC(C)(C)N1OC(=O)c1ccncc1` gave Pol beta inh -1%, POLI inh -3%[58.9 µM], 12-LOX inh 9%, Pol kappa inh 3%, Anesthetic bind -10%, BLM inh -3%, APEX1 inh -1%, TRHR agonist 0.5 and ERG Ets-DNA blk 10%.
Screening COc1cc(OC)c2c(-c3ccccc3)cc(=O)oc2c1C(CCN1CCOCC1)c1ccc2c(c1)OCO2 (centres undefined) returned POLI inh -13%, 12-LOX inh inconclusive, Pol kappa inh -4%, Anesthetic bind -17%, BLM inh -2%, APEX1 inh -21% and ERG Ets-DNA blk 3%.
`CCOC(=O)CCCCCN(Cc1ccccc1)S(=O)(=O)c1ccc([N+](=O)[O-])cc1` gave Pol beta inh 0%, POLI inh 2%, 12-LOX inh 3%, Pol kappa inh -1%, Anesthetic bind 3%, BLM inh -1%, APEX1 inh 0%, TRHR agonist 0.5 and ERG Ets-DNA blk 1%.
